Screening results (PubChem BioAssay)
Menin MLL FP TR = displaces Texas Red mutant MLL peptide from human menin; O00255; Menin + Texas Red MLL mutant peptide, fluorescence polarization; Potency, µM (top dose mostly 61.6 µM), inactives show at the highest dose FP activity change, negative = inhibition, most hits filed as inhibitors; 0.23% of 270,000 active; AID 1768; active = well fitted inhibition curve with a large enough effect in the polarisation, with a control signal flat, not every such curve was filed as active; inconclusive = small, poorly fitted or top-dose-only effect, or effect the other way, or a change in a side signal; inactive = no such curve, though single readings can be large or run the other way; the % refers to the polarisation; also: potency is read from the fitted curve at half-maximal effect; % of control where 0% means no effect; many of its hits are not listed in these tables
Mito fusion act = mitochondrial division inhibition or fusion activation; S. cerevisiae fusion-defective mutant growth rescue, CellTiterGlo 48 h; 0.23% of 320,000 active; AID 485298; Potency, µM (doses to about 46.1 µM), for the others: at the highest dose growth rescue (activation), most hits filed as activators;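 also: potency is read from the fitted curve at half-maximal effect; % of control where 0% means no effect; nearly all actives have a fitted effect of over 45% in size; temperature-sensitive fusion mutants such as fzo1-1 at 37 °C on non-fermentable ethanol glycerol medium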
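Compounds are tested for their ability to restore growth of mitochondrial fusion-defective yeast strains at non-permissive 37C in YPEG medium over 48 hours. Viability is quantified by luciferase luminescence.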
MBNL1 CUG block = blocks human MBNL1 binding to CUG repeat RNA; Q9NR56; TR-FRET MBNL1-His/biotin-(CUG)12 binding, 665/545 ratio; Potency, µM (series often up to 57.5 µM), inactives show at the top dose activity change, negative = inhibition, actives largely listed as inhibitors; 0.036% of 280,000 active; active = well fitted inhibition curve with a large enough effect in the signal ratio, with a control signal flat, not every such curve was filed as active; inconclusive = small, poorly fitted or top-dose-only effect, or effect the other way, or a change in a side signal; inactive = no such curve, though single readings can be large or run the other way; the % refers to the signal ratio; also: potency is read from the fitted curve at half-maximal effect; % is scaled to controls: 0 for no effect and ±100 for the full control effect
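Compounds (final 92 nM to 58 uM) are added to His-tagged MBNL1 and biotin-(CUG)12, then terbium anti-His antibody and streptavidin-XL665 (5 nM final). After 60 min at room temperature, the 665/545 nm ratio is read.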
CXXC DNA block = MLL CXXC-DNA interaction inhibition; MLL-CXXC / FITC-HOXA9 DNA fluorescence polarization; 0.037% of 290,000 active; Q03164; Potency, µM (titrated, usually from 115 µM), for inactives: at the highest dose activity change, negative = inhibition, usual class: inhibitors; AID 2662; active = well fitted inhibition curve with a large enough effect in the polarisation, with a control signal flat, not every such curve was filed as active; inconclusive = small, poorly fitted or top-dose-only effect, or effect the other way, or a change in a side signal; inactive = no such curve, though single readings can be large or run the other way; the % refers to the polarisation; also: potency is read from the fitted curve at half-maximal effect
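Fluorescence polarization: 7 uM MLL-CXXC (stock) preincubated 5 min with compounds, then 50 nM fluorescein-HOX-A9 DNA (stock) added; 30 min ambient. Buffer 50 mM Tris-HCl pH 7.5, 50 mM NaCl, 1 mM DTT, 0.05% BSA.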
TSHR antag = antagonists of human thyroid stimulating hormone receptor; AID 504810; TSHR-expressing cells, TSH-stimulated cAMP HTRF, 2 h; active compounds read low; activity change, negative = inhibition, % at 11.5 µM; 0.2% of 330,000 active;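 active = activity change below a set negative limit, meaning inhibition stronger than a set level, cut at about -70% in these data; inconclusive = activity change between two set negative limits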; also: % is scaled to controls: 0 for no effect and ±100 for the full control effect
Target sequence (P16473 whole entry, looked up): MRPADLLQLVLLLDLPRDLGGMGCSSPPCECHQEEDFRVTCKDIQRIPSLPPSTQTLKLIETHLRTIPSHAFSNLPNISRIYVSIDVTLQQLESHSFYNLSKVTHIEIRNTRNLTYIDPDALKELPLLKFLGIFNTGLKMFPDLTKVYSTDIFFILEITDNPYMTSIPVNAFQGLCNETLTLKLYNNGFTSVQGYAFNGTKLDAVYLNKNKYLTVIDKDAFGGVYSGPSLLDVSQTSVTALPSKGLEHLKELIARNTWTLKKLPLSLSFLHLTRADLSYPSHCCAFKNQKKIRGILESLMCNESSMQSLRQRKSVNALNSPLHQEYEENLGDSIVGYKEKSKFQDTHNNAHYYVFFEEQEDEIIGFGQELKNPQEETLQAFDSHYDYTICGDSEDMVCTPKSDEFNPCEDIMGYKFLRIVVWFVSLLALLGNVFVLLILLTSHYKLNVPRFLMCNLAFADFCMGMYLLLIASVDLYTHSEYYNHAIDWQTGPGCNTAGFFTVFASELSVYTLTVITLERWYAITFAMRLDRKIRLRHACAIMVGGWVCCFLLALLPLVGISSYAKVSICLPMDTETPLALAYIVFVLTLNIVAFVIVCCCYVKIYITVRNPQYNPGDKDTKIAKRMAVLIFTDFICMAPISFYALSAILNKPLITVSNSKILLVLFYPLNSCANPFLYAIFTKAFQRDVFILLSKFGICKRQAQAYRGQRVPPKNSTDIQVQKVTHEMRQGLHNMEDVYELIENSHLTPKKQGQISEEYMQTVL
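Cell-based HTRF cAMP assay; TSHR cells + compound, TSH EC80 (4nM final), 2 h, 37 deg C. Lysis with anti-cAMP cryptate and cAMP-d2, 30 min RT, read 665/620 nm.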
ASM inhibitor = human S-ASM enzyme inhibition; P17405; Potency, µM (series often up to 57.5 µM), for the others: top-dose activity change, negative = inhibition, actives largely listed as inhibitors; placental ASM, HMU-PC fluorogenic substrate, 60 min; 0.006% of 340,000 active; also: potency is read from the fitted curve at half-maximal effect
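Steps: dispense placental human ASM, pin compound, wait 10 min at room temperature, add HMU-PC0 substrate at 9 uM final, incubate 60 min at 37 °C, add stop solution raising pH to 10, read fluorescence.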
TSG101-PTAP inh = blocks PTAP/TSG101 interaction to inhibit HIV-1 budding; Q99816; Fluorescence polarization, FITC-PTAP peptide / Tsg101 binding; Potency, µM (doses to about 115 µM), without a hit: at the top dose activity change, negative = inhibition, actives largely listed as inhibitors; 340,000 tested, under 10 active; AID 493005; active = well fitted inhibition curve with a large enough effect in the main read-out, with a control signal flat, not every such curve was filed as active; inconclusive = small, poorly fitted or top-dose-only effect, or effect the other way, or a change in a side signal; inactive = no such curve, though single readings can be large or run the other way; also: potency is read from the fitted curve at half-maximal effect; % of control where 0% means no effect
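Compounds were pin-transferred onto Tsg101 binding domain (10 uM final) in HEPES pH 7.5 buffer, then FITC-PTAP peptide was added at 50 nM final. After 20 min at RT, polarization reported peptide displacement across a qHTS concentration series.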
A-T KAP1 phos = potential ataxia-telangiectasia treatment | Potency, µM (titrated, usually from 57.5 µM), for the others: at the top dose activation, hits mostly activators | 0.19% of 320,000 active | […] A-T fibroblasts, KAP-1 phosphorylation AlphaLISA; neocarzinostatin DNA damage 30 min before lysis | AID 485349; also: potency is read from the fitted curve at half-maximal effect; % of control where 0% means no effect; nearly all actives have a fitted effect of over 45% in size
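hTERT-immortalized A-T patient fibroblasts ([…]), 500 cells/well in OPTI-MEM, 1% FBS, got compounds for 60 min, then NCS for 30 min at 37C. Lysates were then assayed for phospho-KAP-1 by AlphaLISA (anti-pKAP1 donor, anti-KAP1 acceptor beads), 6 hr at 25C.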
TCR act = activates T cell receptor signaling; Potency, µM (top dose mostly 9.22 µM), inactives show at the highest dose activation of IL-2 secretion, actives largely listed as activators; 330,000 tested, under 10 active; primary human leukocytes, anti-CD3, IL-2 HTRF, 48 h; also: % of control where 0% means no effect
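Primary human leukocytes incubated 48 hr with anti-CD3 beads plus compound, without co-stimulation. Secreted IL-2 measured by HTRF (europium cryptate/d2 anti-IL-2 pair, 320 nm excitation, 665 nm emission).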
Integrin act MD = integrin-mediated muscular dystrophy alleviation activation; Potency, µM (top dose mostly 38.3 µM), without a hit: top-dose activation, most hits filed as activators; alpha7betagal myoblasts, beta-gal FDG fluorescence, 48 h; 0.064% of 350,000 active; AID 624291;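 also: potency is read from the fitted curve at half-maximal effect; 100% = response of the positive control SU9516; nearly all actives have a fitted effect of over 60% in size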
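alpha7betagal+/- myoblasts (passage 13, 250/well) treated 48 h at 37C with compounds at 1:260 dilution of DMSO stock. Lysed, then beta-galactosidase activity read as FDG fluorescence (ex 480/em 540) after 30 min, with pre-read for autofluorescence.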
* marks the source's active call; other numbers are inactive results; ? = inconclusive; / = no result given; [ ] = remark or other dose. Unless noted, calls follow the shape of the dose curve; as a rule, active = well fitted curve in the direction sought with a large enough effect; inconclusive = small, poorly fitted or top-dose-only effect, or another doubt; inactive = no such curve, though single readings can be large; an effect the other way counts as inactive or inconclusive.

Key to letters: A = Menin MLL FP TR; B = Mito fusion act; C = MBNL1 CUG block; D = CXXC DNA block; E = TSHR antag; F = ASM inhibitor; G = TSG101-PTAP inh; H = A-T KAP1 phos; I = TCR act; J = Integrin act MD
Cc1cc(C(=O)NCc2ccc(S(N)(=O)=O)cc2)cs1
  A = 0%; B = -7%; C = -2%; D = -2%; E = 12; F = 1%; G = /; H = -2%; I = /; J = 4%
CCCCOc1ccc(C2(C)CC(=O)NC2=O)cc1 (stereo not drawn)
  A = -2%; B = 8%; C = 1%; D = -1%; E = -4; F = -2%; G = -4%; H = 0%; I = -11%; J = 10%
COc1cscc1C(N)=O
  A = /; B = 1%; C = -16%; D = 3%; E = -4; F = 1%; G = -5%; H = 1%; I = 2%; J = 12%
[N-]=[N+]=N[C@@H](CCN1CC[C@H](NC(=O)OCc2ccccc2)CCC1=O)c1ccccc1
  A = -2%; B = 0%; C = -6%; D = -2%; E = 2; F = 5%; G = -1%; H = 0%; I = 4%; J = 0%
COc1cc(/C=C/C(=O)OCc2csc(CC(=O)Nc3ccc(C)cc3)n2)ccc1OCC#N
  A = /; B = 0%; C = /; D = /; E = -9; F = -11%; G = -3%; H = 6%; I = 63%; J = -14%
C/C(=N\NC(=O)c1nc2ccccn2c1C)c1cccc([N+](=O)[O-])c1
  A = -7%; B = -2%; C = 26%; D = -20%; E = 1; F = -1%; G = 1%; H = -6%; I = -17%; J = ?
O=C(COC(=O)Cc1n[nH]c(=O)c2ccccc12)Nc1cccc(C(F)(F)F)c1
  A = 17%; B = -5%; C = -1%; D = 1%; E = 6; F = -2%; G = -3%; H = -1%; I = -3%; J = 25%
CCc1cc(=O)oc2cc(OCC(=O)N3CCCc4ccccc43)ccc12
  A = 1%; B = 2%; C = -5%; D = -2%; E = 13; F = -3%; G = 3%; H = 3%; I = -1%; J = -4%
NS(=O)(=O)c1ccc(NC(=O)/C=C/c2ccccc2[N+](=O)[O-])cc1
  A = ?; B = -6%; C = ?; D = 1%; E = 1; F = -1%; G = 0%; H = 3%; I = -4%; J = -5%
COc1ccc(N2CCN(CC(=O)N3c4ccccc4CC3C)CC2)cc1 (stereo not drawn)
  A = ?; B = 6%; C = 3%; D = 8%; E = 1; F = 6%; G = -4%; H = -7%; I = -4%; J = 15%
CC(=O)C[C@@H](O)CC(=O)[C@@H]1OC(=O)[C@@H](C)CCCCc2ccccc21
  A = /; B = /; C = /; D = /; E = -17; F = 0%; G = -2%; H = 14%; I = -7%; J = -4%
CCOC(=O)N1CCN(C2CCCN(C(=O)c3cccc(Cl)c3)C2)CC1 (stereo not drawn)
  A = /; B = 1%; C = -2%; D = 8%; E = -12; F = 3%; G = 0%; H = 3%; I = 7%; J = ?
Cc1cc(C(=O)CN2C(=O)NC3(CCCCC3)C2=O)c(C)n1Cc1ccc2c(c1)OCO2
  A = -21%; B = 7%; C = -11%; D = 9%; E = -13; F = -5%; G = -5%; H = -5%; I = -6%; J = -18%
Cc1ccc(S(=O)(=O)CCSc2nc(C)cc(C(F)(F)F)c2C#N)cc1
  A = 2%; B = -5%; C = -8%; D = 48%[activator]; E = 1; F = -1%; G = ?; H = 2%; I = -3%[46.1 µM]; J = -60%[inhibitor]
CC[C@@H](C)[C@@H](C(=O)N1CCNCC1)n1cc(CCC(=O)O)nn1
  A = 10%; B = 2%; C = -8%; D = 8%; E = -3; F = 1%; G = 0%; H = 3%; I = -8%; J = 0%

Continued.
Results follow in this order: Menin MLL FP TR	Mito fusion act	MBNL1 CUG block	CXXC DNA block	TSHR antag	ASM inhibitor	TSG101-PTAP inh	A-T KAP1 phos	TCR act	Integrin act MD
CCS(=O)(=O)c1ccc(O)c(N2C(=O)C3C4C=CC(C4)C3C2=O)c1 (stereo not drawn)
    1%	1%	-1%	2%	26	3%	2%	5%	4%	18%
CSCC(=O)N1CCCC(C(=O)c2cc(F)ccc2F)C1 (stereo not drawn)
    -20%	13%	-5%	-6%	-11	7%	-1%	7%	0%	18%
c1ccc(CCOn2ccnc2)cc1
    9%	-12%	-3%	19%	-2	2%	-3%	-4%	-1%	?
CCCCn1c(NC(C)CC)nc2c1c(=O)[nH]c(=O)n2C (stereo not drawn)
    0%	-6%	-6%	2%	5	0%	-3%	-2%	5%	-4%
O=C(O)COc1ccc(Br)cc1/C=N\Nc1ccccn1
    21%	4%	-2%	-2%	38	3%	-6%	12%	-2%	21%
Cc1cccc(C(=O)N2CCN(S(=O)(=O)c3ccc4c(c3)OCCCO4)CC2)c1[N+](=O)[O-]
    /	-2%	7%	3%	-2	-2%	-5%	2%	5%	-7%
O=c1c(Br)c(N2CCCCC2)cnn1-c1ccccc1
    0%	-1%	22%	-4%	-2	2%	-5%	4%	-1%	20%
O=C(N/N=C/c1ccco1)C1COc2ccccc2O1 (stereo not drawn)
    -1%	-11%	18%	7%	-5	2%	-2%	0%	-3%[46.1 µM]	14%
C=CCOc1c(CNc2ccc(S(N)(=O)=O)cc2)cccc1OC
    -8%	-5%	10%	-12%	2	1%	0%	-3%	3%[46.1 µM]	-11%
CCN(CC)C(=O)C(=O)c1cn(CCOc2ccccc2)c2ccccc12
    7%	6%	-5%	-1%	-2	-4%	0%	1%	0%	-40%
CC1=CS/C(=C(/C#N)C(=O)NCc2ccco2)N1c1ccccc1
    0%	0%	13%	2%	-3	18%	0%	-4%	8%	-5%
COc1ccc2c(c1)C1=C(CC2)C(c2ccc(C)cc2)NC(=S)N1 (stereo not drawn)
    -16%	-10%	6%	2%	-18	-10%	-7%	4%	0%	-18%
COc1ccc(CC(=O)Nc2nc(C)cs2)cc1
    8%	-5%	-1%	5%	-8	-2%	0%	1%	-4%	17%
C[C@@H](NC(=O)CN1C(=O)c2ccccc2S1(=O)=O)c1ccccc1
    7%	-5%	-4%	-4%	3	-3%	-1%	-2%	0%	-26%
CP(C)(=O)CCP(=O)(c1ccccc1)c1ccccc1
    -4%	-2%	5%	9%	-1	2%	0%	-3%	-5%[46.1 µM]	15%
C/C(CCN1CCc2nc(-c3ccccc3)c(-c3ccccc3)cc2C1)=N\O[C@H](C)c1cn([C@H](CO)Cc2ccccc2)nn1
    -11%	-1%	52%[activator]	2%	3	/	/	15%	/	/
O=C(O)Cn1ccnc1
    -3%	0%	-14%	1%	17	0%	-5%	-5%	-2%	5%
Cc1ccc(C(=O)C2CC2)cc1C
    /	/	/	/	/	0%	-3%	/	0%	9%
O=C(Cn1ncc(Cl)c(Cl)c1=O)Nc1ccc2c(c1)OCO2
    /	3%	/	/	26	1%	-7%	-5%	3%	-74%[inhibitor]
COc1cccc(NC(=O)c2ccccc2N(Cc2ccccc2)S(C)(=O)=O)c1
    13%	2%	3%	-3%	19	-2%	0%	-1%	/	-1%
COc1ccc(N(CC(=O)Nc2cccc(OC)c2)S(=O)(=O)c2c(C)nn(C)c2C)cc1
    5%	-2%	-10%	-3%	-2	1%	-6%	7%	-2%	-3%

5 structures out of the list, arranged by SMILES length, lowest first.
Results follow in this order: Menin MLL FP TR	Mito fusion act	MBNL1 CUG block	CXXC DNA block	TSHR antag	ASM inhibitor	TSG101-PTAP inh	A-T KAP1 phos	TCR act	Integrin act MD
O=C(O)Cn1ccnc1
    -3%	0%	-14%	1%	17	0%	-5%	-5%	-2%	5%
Cc1ccc(C(=O)C2CC2)cc1C
    /	/	/	/	/	0%	-3%	/	0%	9%
CC1=CS/C(=C(/C#N)C(=O)NCc2ccco2)N1c1ccccc1
    0%	0%	13%	2%	-3	18%	0%	-4%	8%	-5%
COc1cccc(NC(=O)c2ccccc2N(Cc2ccccc2)S(C)(=O)=O)c1
    13%	2%	3%	-3%	19	-2%	0%	-1%	/	-1%
COc1ccc(N(CC(=O)Nc2cccc(OC)c2)S(=O)(=O)c2c(C)nn(C)c2C)cc1
    5%	-2%	-10%	-3%	-2	1%	-6%	7%	-2%	-3%

These rows are one share of the data. The share of hits here may be higher or lower than overall.
